High-throughput results: PubChem BioAssay, National Center for Advancing Translational Sciences (NCATS)
KCNH2 3.1 block: blocks the human KCNH2 3.1 channel isoform. U2OS KCNH2 3.1, thallium flux FluxOr; stronger effect = lower value. activity change, % (tested at about 1.8 µM). 340,000 tested, 0.95% active;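 active = maximum activity change below -70%; inconclusive = maximum activity change from -70% to -50%; inactive = maximum activity change above -50%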;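 note: thallium influx rate constant from kinetic fluorescence after stimulation buffer; % is set by controls: 0 for no effect and ±100 for the full control effect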
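Channel expression came from 3.1 mutant virus (1.77 x 10^8 /mL) applied to suspended U2OS cells for 4 h. Flux was tracked with FluxOr dye plus Red40 quencher, and kinetic rate constants normalized to controls.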
Integrin act MD: activates integrin-mediated alleviation for muscular dystrophy; alpha7betagal myoblasts, beta-gal FDG fluorescence, 48 h; Potency, µM (series often up to 38.3 µM), inactives show at the top dose activation, hits mostly activators; 350,000 tested, 0.064% active; AID 624291;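 note: potency is the fitted concentration of half-maximal effect; 100% = response of the positive control SU9516; nearly all actives have a fitted effect of over 60% in size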
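alpha7betagal+/- myoblasts (passage 13, 250/well) treated 48 h at 37C with compounds at 1:260 dilution of DMSO stock. Lysed, then beta-galactosidase activity read as FDG fluorescence (ex 480/em 540) after 30 min, with pre-read for autofluorescence.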
GALK inhibitor: inhibitors of human galactokinase. Purified GALK, Kinase-Glo residual ATP luminescence. P51570. Potency, µM (top dose mostly 57.5 µM), without a hit: at the highest dose activity change, negative = inhibition, actives largely listed as inhibitors. 270,000 tested, 0.007% active; note: potency is the fitted concentration of half-maximal effect; % is set by controls: 0 for no effect and ±100 for the full control effect
Target sequence (P51570 whole entry, looked up): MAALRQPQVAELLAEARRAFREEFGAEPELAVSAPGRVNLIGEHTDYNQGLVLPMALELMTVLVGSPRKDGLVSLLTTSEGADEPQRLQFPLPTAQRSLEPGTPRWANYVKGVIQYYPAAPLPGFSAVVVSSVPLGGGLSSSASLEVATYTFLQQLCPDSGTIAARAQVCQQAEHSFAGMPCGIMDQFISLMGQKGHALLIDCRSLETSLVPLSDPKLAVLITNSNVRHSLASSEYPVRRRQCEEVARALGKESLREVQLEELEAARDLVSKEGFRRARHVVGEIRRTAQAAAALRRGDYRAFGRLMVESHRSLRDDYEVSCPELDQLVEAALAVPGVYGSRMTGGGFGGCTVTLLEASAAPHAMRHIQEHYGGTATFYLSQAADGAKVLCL
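5 nM enzyme, 35 uM ATP, 100 uM galactose, 20 mM HEPES pH8.0, 5 mM MgCl2; 1 h RT; residual ATP by Kinase-Glo Plus luminescence, qHTS format.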
A-T KAP1 phos: potential ataxia-telangiectasia treatments restoring KAP-1 phosphorylation; […] A-T fibroblasts, KAP-1 phosphorylation AlphaLISA; neocarzinostatin DNA damage 30 min before lysis; Potency, µM (top dose mostly 57.5 µM), without a hit: at the top dose activation, usual class: activators; 320,000 tested, 0.19% active; AID 485349; note: potency is the fitted concentration of half-maximal effect; % of control where 0% means no effect; nearly all actives have a fitted effect of over 45% in size
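hTERT-immortalized A-T patient fibroblasts ([…]), 500 cells/well in OPTI-MEM, 1% FBS, got compounds for 60 min, then NCS for 30 min at 37C. Lysates were then assayed for phospho-KAP-1 by AlphaLISA (anti-pKAP1 donor, anti-KAP1 acceptor beads), 6 hr at 25C.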
hERG WT inh: inhibitors of human wildtype KCNH2 potassium channel. 340,000 tested, 0.37% active. AID 720551. activity change, % at 1.84 µM. U2OS, BacMam KCNH2, thallium flux FluxOr; stronger effect = lower value. Q12809;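 active = maximum activity change below -70%; inconclusive = maximum activity change between -70% and -50%; inactive = maximum activity change above -50%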; note: % is set by controls: 0 for no effect and ±100 for the full control effect
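U2OS cells were transduced with wild-type KCNH2 virus (2.03 x 10^8 / mL) for 4 h at room temperature, then cultured overnight at 37 C. Thallium flux was read with FluxOr dye. Rate constants were normalized to DMSO controls.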
ASM inhibitor: blocks human secretory acid sphingomyelinase | P17405 | 340,000 tested, 0.006% active | Potency, µM (series often up to 57.5 µM), inactives show at the top dose activity change, negative = inhibition, most hits filed as inhibitors | placental ASM, HMU-PC fluorogenic substrate, 60 min; note: potency is the fitted concentration of half-maximal effect
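Human placenta-derived ASM enzyme was preincubated with compound for 10 minutes at room temperature, then given fluorogenic substrate HMU-PC0 (9 uM final) for 60 minutes at 37 °C; a pH 10 stop preceded fluorescence reading at Ex 386/Em 447 nm.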
Coupling enz: coupling enzyme interference in Giardia aldolase counter-screen | coupling enzyme system counterscreen, AmpLite Red fluorescence | activity change, negative = inhibition, % at 58.2 µM, hits read low | 290,000 tested, 0.67% active; in the data active = activity change below about -30%; note: % is set by controls: 0 for no effect and ±100 for the full control effect
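Final compound at 57.5 uM, incubated 10 min at RT with coupling enzyme reagent (glyceraldehyde-3-phosphate), then 20 min with substrate and AmpLite Red detection. Fluorescence read at 525/598 nm; tests interference with the coupling assay, not aldolase inhibition.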
TRPV1 ag: human TRPV1 agonism; activation, % at 8.33 µM; Q8NER1; AID 540275; 320,000 tested, 0.19% active; TRPV1-expressing cells, Fluo-8 calcium influx, agonist mode; in the data active = activation above about 80%; inconclusive = between about 30% and that limit; note: 0% is about no effect
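TRPV1-expressing cells were cultured overnight at 35.5C and loaded with Fluo-8 calcium dye for 40 to 90 min at room temperature. After a 10 s baseline, compound was added and calcium influx was read kinetically for 3 min (ex 480/em 520 nm).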
MBNL1 CUG block: inhibitors of human MBNL1 binding to CUG repeat RNA; TR-FRET MBNL1-His/biotin-(CUG)12 binding, 665/545 ratio; 280,000 tested, 0.036% active; Potency, µM (doses to about 57.5 µM), inactives show top-dose activity change, negative = inhibition, most hits filed as inhibitors; Q9NR56; active = well fitted inhibition curve with a large enough effect in the signal ratio, with a control signal flat, not every such curve was filed as active; inconclusive = small, poorly fitted or top-dose-only effect, or effect the other way, or a change in a side signal; inactive = no such curve, though single readings can be large or run the other way; the % refers to the signal ratio; note: potency is the fitted concentration of half-maximal effect; % is set by controls: 0 for no effect and ±100 for the full control effect
Target sequence (Q9NR56 whole entry, looked up): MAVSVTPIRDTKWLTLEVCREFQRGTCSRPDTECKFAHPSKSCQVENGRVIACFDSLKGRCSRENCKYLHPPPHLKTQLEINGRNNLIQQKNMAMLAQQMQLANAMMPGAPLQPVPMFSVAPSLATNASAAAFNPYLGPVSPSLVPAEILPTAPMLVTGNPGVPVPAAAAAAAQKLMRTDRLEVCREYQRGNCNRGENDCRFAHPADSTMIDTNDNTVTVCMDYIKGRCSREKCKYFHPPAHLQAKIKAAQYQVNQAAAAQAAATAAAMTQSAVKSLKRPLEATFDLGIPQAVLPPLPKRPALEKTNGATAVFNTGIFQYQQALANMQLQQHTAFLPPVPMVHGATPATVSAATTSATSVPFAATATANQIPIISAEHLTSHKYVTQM
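Inhibition of protein-RNA binding appears as loss of TR-FRET between terbium anti-His antibody on MBNL1-His and streptavidin-XL665 on biotin-(CUG)12. Activity is normalized to buffer-only and uninhibited-complex controls.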
MLL CXXC-DNA inh: blocks binding of human MLL CXXC domain to DNA; Q03164; AID 2662; Potency, µM (top dose mostly 115 µM), for the others: top-dose activity change, negative = inhibition, hits mostly inhibitors; 290,000 tested, 0.037% active; MLL-CXXC / FITC-HOXA9 DNA fluorescence polarization; active = well fitted inhibition curve with a large enough effect in the polarisation, with a control signal flat, not every such curve was filed as active; inconclusive = small, poorly fitted or top-dose-only effect, or effect the other way, or a change in a side signal; inactive = no such curve, though single readings can be large or run the other way; the % refers to the polarisation; note: potency is the fitted concentration of half-maximal effect
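Fluorescence polarization: 7 uM MLL-CXXC (stock) preincubated 5 min with compounds, then 50 nM fluorescein-HOX-A9 DNA (stock) added; 30 min ambient. Buffer 50 mM Tris-HCl pH 7.5, 50 mM NaCl, 1 mM DTT, 0.05% BSA.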
* marks the source's active call; other numbers are inactive results; i = inactive; ? = inconclusive; / = no result given; [ ] = another dose, or the depositor's remark. Unless noted, calls come from the whole dose curve; as a rule, active = well fitted curve in the direction sought with a large enough effect; inconclusive = small, poorly fitted or top-dose-only effect, or another doubt; inactive = no such curve, though single readings can be large; an effect the other way counts as inactive or inconclusive.

SMILES	KCNH2 3.1 block	Integrin act MD	GALK inhibitor	A-T KAP1 phos	hERG WT inh	ASM inhibitor	Coupling enz	TRPV1 ag	MBNL1 CUG block	MLL CXXC-DNA inh
COc1ccc(CCNC(=O)CCC(=O)N2CCN(S(=O)(=O)c3ccccc3)CC2)cc1OC	-12	17%	-1%	2%	0	2%	4	1	?	3%
O=C1C2C3C=CC(CNS(=O)(=O)c4ccccc4[N+](=O)[O-])(O3)C2C(=O)N1c1ccccc1 (configuration not stated)	1	-4%	-2%	19%	1	1%	2	3	23%	-5%
O=C(N/N=C/c1cccc(OCc2ccccc2)c1)c1ccc(Br)o1	-12	-26%	4%	3%	-8	-10%	0	?	-4%	6%
COc1ccc(S(=O)(=O)CC(=O)c2cc3cc(Br)ccc3oc2=O)cc1	12	0%	-12%	10%	-4	-3%	/	2	5%	-21%
CC(=NCc1cccc(Cl)c1)c1nc(-c2ccco2)oc1O	-3	-23%	/	4%	-38	-9%	0	2	2%[11.5 µM]	2%
Cc1ccc(S(=O)(=O)Nc2cnc3ccccc3c2)cc1	-3	-18%	-3%	5%	1	9%	2	3	9%	-1%
CC1CCN(CCCNC(=O)c2coc3nc4ccccc4nc23)CC1	-12	-39%[inhibitor]	3%	-9%	3	i	2	-7	4%	5%
Cc1ccc(NS(=O)(=O)c2cc(NC(=O)c3cc(=O)[nH]c(=O)[nH]3)ccc2Cl)c(C)c1	12	-6%	-2%	30%	-3	-17%	4	1	2%	1%
O=C(NNC(=S)NCc1ccco1)c1cccs1	4	-16%	1%	-3%	0	6%	3	0	-11%	8%
CNc1c(NS(=O)(=O)c2ccc(C3CCCCC3)cc2)c(=O)oc2ccccc12	-6	10%	1%	1%	0	0%	-2	1	1%	3%
COc1ccc(C(C#N)N2CCC(c3ccccc3)=N2)cc1OC (configuration not stated)	-47	?	-1%	-8%	-2	6%	0	0	0%	22%
Cc1ccc(S(=O)(=O)/N=C/c2c(O)ccc3ccccc23)cc1	16	-19%	0%	17%	-5	-4%	-32*	0	11%	-18%
COc1cc(C2C(C#N)=C(N)Oc3n[nH]c(C)c32)cc2c1OCO2 (configuration not stated)	10	26%	4%	2%	-5	1%	-9	-6	8%	-4%
C=CCN1C(C(=O)c2ccccc2)=C(OC(=O)COc2ccccc2)c2ccccc2S1(=O)=O	5	12%	/	-4%	-8	0%	-3	-1	?	2%
COc1cccc(-n2c(Cc3cc(=O)[nH]c(=O)[nH]3)nnc2SCC(=O)N2CCC(C)CC2)c1	7	-6%	1%	0%	0	4%	1	-3	-4%	2%
Cc1ccc(S(=O)(=O)N2CCN(C(=O)COC(=O)c3ccc(O)cc3)CC2)c(C)c1	-1	7%	/	-5%	3	/	/	-6	/	/
CCCCCN1CC(=O)N2C(C)c3[nH]c4ccccc4c3C[C@H]2C1=O (some centres not stated)	-4	1%	0%	-9%	-3	2%	3	1	1%	3%
CCN(CC)CCn1c(-c2ccc(C)cc2)nc(=S)c2c1CC(C)(C)OC2	-10	-1%	-1%	-2%	0	0%	2	2	/	0%
On1c(-c2ccc(Cl)cc2)nc2ccccc21	1	-9%	-1%	1%	-4	5%	-27	5	15%	?
O=Cc1ccc(OCc2nnsc2Cl)cc1	3	-4%	-1%	-2%	3	0%	0	1	-6%	-1%
Nc1ccc(CSc2ccccc2)cc1	-3	-3%	/	/	2	1%	/	/	/	/
CCN(Cc1ccccc1)C(=O)Cn1c(=O)n(CC(=O)NCc2ccco2)c(=O)c2sccc21	-9	-17%	2%	1%	0	-1%	2	-2	-12%	-3%
CCOC(=O)C1=C(C)N(CCCCCC(=O)O)C(=O)NC1c1ccc(Cl)cc1 (configuration not stated)	29	24%	/	4%	0	10%	0	3	2%	-20%
CCn1ncc(C(=O)Nc2ccc([N+](=O)[O-])cc2OC)c1C	18	-15%	/	/	-1	2%	/	/	/	/
O=C1CCCCCN1C(=O)c1ccccc1	3	0%	/	/	2	4%	/	/	/	/
Cc1ccc(CN(C)c2nc(-c3cccnc3)nc3ccccc23)o1	-3	-58%[inhibitor]	2%	3%	-1	14%	0	3	-3%	-2%
COc1ccc(CNC(=O)C2CCN(c3nc(OC)nc(OC)n3)CC2)cc1	-10	-17%	-2%	9%	10	-3%	0	5	4%	3%
CC1CCCCC1NC(=O)COC(=O)c1c2c(nc3ccccc13)/C(=C\c1ccco1)CC2 (configuration not stated)	11	16%	/	/	1	32%	/	/	/	/
CCOC(=O)C1=C(C)N(CCCC(=O)NCc2ccc3c(c2)OCO3)C(=O)NC1c1ccc(Br)cc1 (configuration not stated)	/	0%	/	-8%	/	-1%	1	3	21%	8%
Cc1sc2nc(CSCC(=O)Nc3c(F)cccc3F)[nH]c(=O)c2c1C	1	-22%	/	0%	4	3%	/	0	/	/
Cc1nnc(SCC(=O)N2CCCc3ccccc32)[nH]c1=O	-6	13%	-3%	9%	6	6%	2	-4	?	10%
Cn1cc(C=O)c2cc(S(=O)(=O)N3CCOCC3)ccc21	13	8%	/	-14%	-4	3%	3	2	-12%	5%
Cn1nc([N+](=O)[O-])nc1Oc1ccc(C(C)(C)C)cc1	-8	-27%	2%	-2%	-1	-2%	-4	8	?	9%
CC1CCCC(NC(=O)C2CCN(S(=O)(=O)N3CCOCC3)CC2)C1C (configuration not stated)	9	6%	0%	0%	-2	7%	4	3	1%	-9%
Cc1cc(N2CCN(c3ccccn3)CC2)n2c(nc3ccccc32)c1C#N	11	5%	2%	-3%	-24	101%[activator]	1	5	5%	2%
CC(Oc1ccccc1)c1ccnn1S(=O)(=O)c1ccccc1 (configuration not stated)	5	-23%	-1%	0%	6	2%	-1	24	-12%	-1%
CCN(CC)CCNC(=O)c1ccc(NC(=O)C2CC(=O)N(c3ccc4c(c3)OCCO4)C2)cc1 (configuration not stated)	11	6%	/	-10%	3	2%	/	-3	/	/
Cc1ccc(C(=O)NCC(=O)OCC(=O)N(CC(C)C)c2c(N)n(Cc3ccccc3)c(=O)[nH]c2=O)cc1C	9	23%	/	0%	2	5%	/	0	/	/
CCN1C(=O)N[C@@H](c2cccc(C(F)(F)F)c2)[C@H](C(C)=O)[C@H]1C	-18	6%	/	/	-16	6%	-3	/	/	/
COc1ccc(COC(=O)C2=C(C)NC(=O)NC2c2cc(OC)ccc2OC)cc1 (configuration not stated)	4	22%	-2%	-1%	-4	-2%	-2	2	0%	1%
CSc1ccccc1C(=O)NCCOc1ccccc1C	14	-38%	1%	-1%	3	-4%	-1	4	-2%	5%
O=C(NN1CCN(Cc2ccccc2)CC1)c1ccc(Cl)cc1	-4	-9%	8%	4%	35	3%	0	14	-6%	10%
CC(C)CN(C1CCS(=O)(=O)C1)S(=O)(=O)c1ccc(C(C)C)cc1 (configuration not stated)	-15	-17%	/	10%	-2	-1%	/	8	/	/
COC(=O)c1ccccc1NC(=S)NC(=O)COc1ccc(C(C)C)cc1	3	16%	/	1%	0	8%	-2	-18	-11%	2%
CCCn1c(=O)cc(N)n(-c2ccc(OC(F)(F)F)cc2)c1=O	-6	?	1%	16%	/	-1%	2	-2	5%	29%
COc1ccc(/C=N/NC(=O)c2ccoc2C)cc1COc1ccc(Cl)cc1	1	0%	0%	/	-1	-29%	0	-4	-11%	-6%
Cc1cc(C(C)C)n2c(nc3ccccc32)c1C#N	/	/	-8%	1%	/	/	-2	1	8%	1%
COc1ccc2[nH]c(=O)c(CN(C(=O)c3ccco3)C(C)C)cc2c1	-2	-9%	6%	-7%	1	15%	1	-5	-14%	-7%
Cc1cc(C)c(C#N)c(SCc2ccccc2C)n1	5	9%	/	8%	11	-13%	-1	11	-20%[11.5 µM]	-1%
CCOc1nc(-c2ccccc2)c2cc(C)ccc2n1	1	-10%	4%	6%	-21	4%	2	22	3%	4%
CCCCn1c(SCC(=O)N2CCCCC2)nc2cc(S(N)(=O)=O)ccc21	0	-7%[7.66 µM]	3%	-24%	-2	-1%	-10	11	-1%	2%
CN(C)S(=O)(=O)c1cccc(NC(=S)N2CCCCC2CO)c1 (configuration not stated)	13	9%	8%	18%	3	3%	-1	1	-7%	1%

Not a hit list (roughly 2% active in at least one column).
